# 14-3-3 Bad inh = disrupts binding of bovine 14-3-3 zeta to phospho-Bad peptide. P63103. 220,000 compounds, 0.71% hits. inhibition, % at 21.7 µM. TR-FRET 14-3-3zeta/Dy647-pBad peptide displacement, 1 h;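 active means inhibition above about 70%, limit read from the data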;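 further: 0% = full 14-3-3 plus peptide FRET controls and 100% = background without 14-3-3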
# Target sequence (P63103 whole entry, looked up): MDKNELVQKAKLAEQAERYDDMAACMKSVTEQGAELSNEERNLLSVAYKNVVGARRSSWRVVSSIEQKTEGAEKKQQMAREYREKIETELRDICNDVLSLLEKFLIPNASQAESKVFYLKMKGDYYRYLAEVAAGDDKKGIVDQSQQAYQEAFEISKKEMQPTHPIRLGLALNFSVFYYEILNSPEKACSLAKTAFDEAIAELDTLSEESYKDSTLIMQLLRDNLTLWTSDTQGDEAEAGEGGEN
# EP2 mod = EP2 receptor (human) modulation; P43116; EP2-expressing cells, cAMP HTRF FRET, PGE2 co-stimulation; induction, % at 25 µM; 260,000 compounds, 0.83% hits;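 active means compounds whose cAMP rise, as percent of the full-agonist control response, exceeds 60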;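 further: rat C6 glioma line stably carrying human EP2 under a CMV promoter; the protocol text gives 20 µM as final concentration; 100% = response of wells given 1 µM PGE2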
# Target sequence (P43116 whole entry, looked up): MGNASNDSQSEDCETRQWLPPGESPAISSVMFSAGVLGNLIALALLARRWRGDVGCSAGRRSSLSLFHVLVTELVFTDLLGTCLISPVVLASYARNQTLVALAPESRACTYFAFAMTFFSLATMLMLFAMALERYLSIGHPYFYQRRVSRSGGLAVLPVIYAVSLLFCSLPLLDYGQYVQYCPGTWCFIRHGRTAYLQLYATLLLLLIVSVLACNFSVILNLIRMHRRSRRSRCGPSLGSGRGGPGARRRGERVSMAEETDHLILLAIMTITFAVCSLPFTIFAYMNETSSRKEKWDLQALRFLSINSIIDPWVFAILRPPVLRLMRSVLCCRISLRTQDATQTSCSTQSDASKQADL
# NPY-Y1 antag = blocks the human neuropeptide Y Y1 receptor | HEK293-CNG Y1 cells, membrane potential fluorescence; NPY at EC95, then isoproterenol | inhibition, % at 3.6 µM | 200,000 compounds, 1% hits;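 active means inhibition above the campaign mean inhibition of all tested compounds plus 3 SD, cut at about 20% in these data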;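 further: 0% = DMSO wells given NPY plus isoproterenol and 100% = isoproterenol alone without NPY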
# Target sequence (P25929 whole entry, looked up): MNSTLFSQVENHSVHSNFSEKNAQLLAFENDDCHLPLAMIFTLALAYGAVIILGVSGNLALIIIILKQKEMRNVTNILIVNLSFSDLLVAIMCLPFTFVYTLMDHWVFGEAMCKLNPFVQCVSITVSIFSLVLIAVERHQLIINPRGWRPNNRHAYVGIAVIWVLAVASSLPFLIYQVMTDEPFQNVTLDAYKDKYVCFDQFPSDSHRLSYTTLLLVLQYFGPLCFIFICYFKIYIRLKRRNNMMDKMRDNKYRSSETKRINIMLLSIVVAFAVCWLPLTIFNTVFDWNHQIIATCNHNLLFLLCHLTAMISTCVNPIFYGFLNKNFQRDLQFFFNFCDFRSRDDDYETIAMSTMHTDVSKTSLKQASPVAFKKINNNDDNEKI
#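 Material: HEK293 cells with Y1 receptor plus CNG channel; times: compound incubation 1 h at room temperature, readout 45 min post-stimulation; signal: fluorescence, membrane potential probe; read-out basis: fluorescence ratio normalized to % inhibition between controls; benchmarks: full-block control isoproterenol-only wells, zero-block control NPY plus isoproterenol wells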
# TRPN1 ag = zebrafish TRPN1 (NompC) channel agonism; 220,000 compounds, 0.18% hits; HEK293 zebrafish TRPN1-YFP, Fluo-8 calcium fluorescence; 100% = response to 87 µM carbachol; AID 1424; activation, % at 3 µM;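 active means activation above its plate's cutoff, the mean activation of test wells on that plate plus 3 SD, cut at about 19% in these data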;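 further: 0% = DMSO alone and 100% = 87 µM carbachol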
#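 Material: zebrafish TRPN1-YFP in HEK293 cells; Doses: single test compound dose, 3 µM nominal, 0.3% DMSO; Timing: dye loading 1 h at 37 °C, then 30 min room temperature; Technique: intracellular calcium fluorescence with Fluo-8; Benchmarks: high carbachol 87 µM, low DMSO alone.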
# PPC-1+TRAIL kill = PPC-1 cancer cell killing with TRAIL present. PPC-1 cells + TRAIL, ATPLite viability luminescence. cell killing (% activity), % at 4 µM. 220,000 compounds, 0.41% hits;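 active means cell killing above 50% in the first pass at 4 µM, then a duplicate retest at 5 µM averaging 50% or more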;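 further: plate controls were cells with TRAIL plus DMSO for no effect and medium-only wells lacking cells for full effect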
# TRPML3 agonist = agonists of human TRPML3 channel; HEK293 TRPML3-YFP, Fluo-8 calcium fluorescence; 100% = the carbachol control signal; activation, % at 3 µM; 220,000 compounds, 0.29% hits; AID 1448;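 active means activation above its plate's cutoff, the mean activation of the plate's test wells plus 3 SD, cut at about 12% in these data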;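 further: 0% = DMSO only wells and 100% = carbachol wells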
#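 Test system – HEK293 line with stable expression of human TRPML3-YFP channel · Control set – carbachol 87 µM final as high control (100%), DMSO as low control (0%) · Signal – Fluo-8 calcium dye fluorescence, ex 470-495, em 515-575 nm · Incubation – 1-h 37 °C dye load, 5-s basal, 120-s post-compound reads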
# CHOP inhibitor = blocks CHOP induction under ER stress; CHO-K1 CHOP-promoter luciferase, tunicamycin-induced, 15-18 h; inhibition, % at 10 µM; 220,000 compounds, 3.8% hits;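 active means compounds that reduced the stress-induced luciferase reporter signal by more than about 70% of percent inhibition, limit read from the data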;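 further: 0% = tunicamycin plus vehicle and 100% = wells without tunicamycin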
# NPY-Y1 PAM-ag = potentiators or agonists of human neuropeptide Y receptor Y1 | P25929 | NPY-Y1 expressing cells, potentiator/agonist activation | activation, % at 3.6 µM | 220,000 compounds, 0.37% hits | AID 1304; in the data active means activation above about 33%, passing the limit was not always enough;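 further: cells stimulated with NPY at EC10 then isoproterenol at EC100; 0% = low agonist plus stimulus and 100% = saturating agonist plus stimulus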
# PGE2 EP2 inh = EP2 receptor (human) inhibition; C6 glioma cells expressing human EP2, cAMP TR-FRET; cells stimulated with saturating PGE2; inhibition, % at 25 µM; 260,000 compounds, 0.52% hits; AID 1422;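 active means percent inhibition above 40 after rounding to a whole number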;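 further: rat C6 glioma host cells with rolipram phosphodiesterase inhibitor present; the protocol text gives 20 µM as final concentration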
# Numbers without * were called inactive; . = not tested or not shown; [ ] = another dose, or the depositor's remark. The list is partial (hit frequency here may not be typical).
SMILES,14-3-3 Bad inh,EP2 mod,NPY-Y1 antag,TRPN1 ag,PPC-1+TRAIL kill,TRPML3 agonist,CHOP inhibitor,NPY-Y1 PAM-ag,PGE2 EP2 inh
O=C(Nc1ccc(OC(=O)c2cccnc2)cc1)c1cccnc1,0.8[fluorescence artefact?],19.8,-4.4,0.0,16.4,0.5,28.3,-0.4,3.2
COc1ccccc1/C=C1/C(=O)N(c2cc(C)cc(C)c2)C(c2cccc([N+](=O)[O-])c2)S1(=O)=O (configuration not stated),-23.2[fluorescence artefact?],3.1,-1.4,-1.6,3.1,-0.2,4.0,4.0,8.4
COc1ccccc1-n1cccc1C=O,-12.6,28.0,8.0,2.1,4.2,-0.2,20.9,2.4,10.0
O=C(Nc1ccc(C(=O)Oc2ccccc2)c(O)c1)c1ccccc1,-5.7,-31.3,3.0,3.0,-1.0,0.6,33.8,9.4,1.1
CC(C)S(=O)(=O)C1=NSC2=NC(=O)/C(=C\c3ccc(-c4ccccc4)o3)C(=N)N21,0.7[fluorescence artefact?],38.5,2.3,0.2,20.3,1.1,-0.9,16.6,10.0
COc1ccccc1Nc1nc(NCCO)nc(N)c1[N+](=O)[O-],1.1,8.1,.,2.1,20.5,0.0,11.2,8.8,5.0
c1cc2c(cn1)cnc1cscc12,-1.8,23.6,-5.8,2.5,11.6,0.6,9.0,-6.4,12.1
Cc1ccc(OCC(=O)N2CCN(C(=O)c3ccncc3)CC2)cc1,-14.3,9.6,7.3,0.3,-9.6,0.8,-8.9,3.1,12.2
Cc1[nH]n(-c2ncc(-c3ccccc3)s2)c(=O)c1C(c1ccc(Br)cc1)C(C#N)C#N (configuration not stated),-24.8,-62.3,1.4,-0.2,9.9,0.4,47.0,3.0,16.1
O=C(CCNS(=O)(=O)c1cccc2nsnc12)NC1CCN(Cc2ccccc2)CC1,2.6[fluorescence artefact?],22.4,-1.8,-0.8,17.3,0.3,42.3,-0.6,13.2
COCC(C)n1c(C)cc(C(=O)COC(=O)CCc2nc3ccccc3c(=O)[nH]2)c1C (configuration not stated),0.9,-17.9,0.7,0.5,31.6,0.1,7.0,0.4,6.9
O=C(NC1CCCCCC1)c1cc(S(=O)(=O)N2CCC3(CC2)OCCO3)ccc1F,-7.3,13.2,-0.3,4.3,23.2,0.5,15.3,10.8,10.8
O=C(CSc1nnnn1C1CCCCC1)NNC(=O)c1ccco1,-7.8,8.6,-1.4,0.4,32.1,0.3,-12.5,-4.6,1.1
O=C1c2ccccc2NC(c2ccc(-c3cccc(Cl)c3)o2)N1O (configuration not stated),-10.4,-36.9,0.7,-1.1,24.4,-0.8,53.2,-6.9,8.6
CCn1nnc(-c2ccccc2NC(=O)C(F)(F)F)n1,-8.1,7.0,-9.6,-0.7,8.1,0.7,-0.6,-1.3,2.1
COc1ccc(C(C)=O)cc1COC(=O)c1ccc(S(=O)(=O)N2CCOCC2)cc1,.,9.2,-1.3,0.7,34.4,1.1,17.2,7.2,11.7
O=Cc1c(Sc2ccccc2)nc2ccccn2c1=O,5.7,5.1,-4.9,-1.5,-6.5,-0.5,41.9,-2.9,9.8
CCOC(=O)Nc1ccc([N+](=O)[O-])cc1C,-5.8,-9.9,-1.9,0.8,-13.8,-0.5,-11.4,13.1,9.8
Cc1sc(C(C2C(=O)CC(C)(C)CC2=O)C2C(=O)CC(C)(C)CC2=O)cc1[N+](=O)[O-],4.4,-64.1,6.6,2.5,16.9,0.5,-1.9,25.7,5.1
O=C(NCc1nc2ccccc2[nH]1)C1=C[C@@H](c2ccc(Br)cc2)C[C@@H](OCc2ccc(CO)cc2)O1,-7.3,-3.1,-11.2,-0.9,5.7,-0.6,47.0,10.7,15.1
COc1cc2ccccc2cc1-c1nnc(COc2ccccc2)o1,0.0[fluorescence artefact?],-11.4,17.4,0.5,25.8,0.3,82.0*,-14.8,2.8
O=C(Nc1ccn(Cc2ccccc2)n1)c1cccc(F)c1,6.3,-37.2,-5.0,1.9,31.1[5 µM],0.2,-24.3,9.2,3.6
CCCCc1c(C)nc2ccc(Br)cc2c1SCCC#N,-1.7,55.9,16.6,-1.4,17.7,-0.6,54.0,-64.7,11.8
CN1CCCN(C(=O)/C=C/c2ccc(Cl)cc2Cl)CC1,10.8,-33.8,8.7,0.7,31.4,1.4,-4.6,-11.4,0.3
O=C(O)c1cc(-c2cc3ccccc3o2)nn1-c1ccccc1,6.4,-2.9,4.3,1.1,13.2,0.8,-13.2,-33.6,2.6
COc1ccccc1Nc1nc(N)nc(CSc2nnc(C)s2)n1,2.1,-26.1,3.5,-0.7,24.5,0.0,20.6,-18.6,9.6
CCOC(=O)c1ccc(-c2c(C(=O)OCC)oc3cc(O)c(CC)cc3c2=O)o1,-1.3[fluorescence artefact?],11.8,3.2,-0.5,10.2,-0.7,57.2,-15.7,11.8
CCOC(=O)c1[nH]c2cc(OC)c(OC)cc2c1NC(=O)c1ccc2c(c1)OCO2,0.5,-8.5,6.3,1.0,8.8,0.8,-1.9,12.2,12.1
O=C(/C=C/c1ccco1)Nc1sc2c(c1C(=O)O)CCC2,4.5[fluorescence artefact?],-3.5,0.9,0.1,8.6,0.2,-48.7,1.9,5.9
O=C(Nc1nnc(-c2ccccc2F)s1)Nc1ccccc1F,-9.4,10.5,-2.2,2.1,23.3,1.2,-15.2,9.7,7.4
Cc1cc(C)c2nc(SCC(=O)Nc3ccc(S(=O)(=O)N4CCCC4)cc3)c(C)cc2c1,-8.8[fluorescence artefact?],13.9,-4.1,0.9,15.2,0.8,-3.4,7.8,3.0
C[C@@H]1NC(=O)/C(=C\c2ccccc2Cl)NC1=O,4.0,-2.3,.,1.7,11.7,0.8,3.1,16.4,2.4
COc1cc(NC(=O)c2ccccc2-c2ccccc2)cc(OC)c1,-1.0,15.7,0.7,-3.2,30.6,-1.5,6.7,4.4,1.0
CC(=O)NCCN1C(=O)C2C3c4ccccc4C(c4ccccc43)C2C1=O (configuration not stated),-3.3[fluorescence artefact?],12.1,3.9,1.9,-2.5,0.6,-16.8,14.5,2.3
CCOC(=O)C1CCCN(Cc2cc(=O)oc3cc(C)ccc23)C1 (configuration not stated),-17.9,34.8,2.8,-1.0,10.9,0.7,4.5,-19.6,0.4
Cc1cccc(C(=O)Nc2cc(=O)n(C)c(=O)n2C)c1,-1.1,1.3,2.6,0.1,14.7,0.1,24.5,8.8,11.6
Cc1cc(C(=O)Nc2cc(C(C)(C)C)on2)c(C)o1,-1.7,-37.6,.,-1.9,-6.7,-0.2,-17.6,7.0,6.4
CCOC(=O)c1c(-c2cccs2)csc1NC(=O)CNCCN1CCOCC1,20.0,12.0,8.7,0.1,5.9,0.6,-9.4,2.4,9.0
O=C(NCc1cccnc1)C(=O)Nc1nc2ccccc2s1,1.0,-18.4,-4.3,1.1,10.3,1.8,-30.9,-5.3,7.4
CCn1cc(C(=O)NCC2COc3ccccc3O2)c2cc(OC)c(OC)cc2c1=O (configuration not stated),-7.4,-1.9,-1.1,0.8,9.5,-1.0,19.1,5.3,6.0

# A different layout for part of the listing above.
# Values in the order – 14-3-3 Bad inh | EP2 mod | NPY-Y1 antag | TRPN1 ag | PPC-1+TRAIL kill | TRPML3 agonist | CHOP inhibitor | NPY-Y1 PAM-ag | PGE2 EP2 inh
O=C(/C=C/c1ccco1)Nc1sc2c(c1C(=O)O)CCC2
  4.5[fluorescence artefact?] | -3.5 | 0.9 | 0.1 | 8.6 | 0.2 | -48.7 | 1.9 | 5.9
O=C(Nc1nnc(-c2ccccc2F)s1)Nc1ccccc1F
  -9.4 | 10.5 | -2.2 | 2.1 | 23.3 | 1.2 | -15.2 | 9.7 | 7.4

# Next part
SMILES,14-3-3 Bad inh,EP2 mod,NPY-Y1 antag,TRPN1 ag,PPC-1+TRAIL kill,TRPML3 agonist,CHOP inhibitor,NPY-Y1 PAM-ag,PGE2 EP2 inh
CCOC(=O)CNC(=O)CSc1nc2sc(C)c(C)c2c(=O)n1C,-6.8,-4.8,0.9,-0.2,2.6,-0.3,-1.2,21.6,15.4
CCC1=C(OC(=O)N(CC)CC)N2C(=O)OC(=NCCOC)[C@]2(Cc2ccccc2)[C@H]2C1=CC[C@H]1C(=O)N(CC(=O)OC)C(=O)[C@H]12,-8.2,1.9,.,.,-4.8,.,2.5,.,11.0
COC(=O)c1ccc(COC(=O)c2ccc(S(=O)(=O)N3CCC(C)CC3)cc2)o1,4.5,11.4,-1.0,0.9,19.7,2.0,25.6,16.1,10.3
O=C(NC(=S)Nn1cnnc1)c1cccc(Br)c1,-8.4,14.2,5.9,0.8,21.6,0.0,9.8,1.4,7.1
COc1cc2c(cc1OC)CN(CC(=O)Nc1ccc(C)cc1)CC2,14.1,-21.8,-0.4,-0.7,-19.3,0.3,18.8,-11.5,6.8
CC(C)CNS(=O)(=O)c1cc(C(=O)N2CC(C)OC(C)C2)c(Cl)cc1Cl (configuration not stated),1.6,-10.2,5.2,1.6,16.9,-0.6,6.2,8.6,6.1
COc1cccc(CN(CC(=O)NCC2CCCO2)C(=O)CCC(=O)Nc2cc(C)on2)c1 (configuration not stated),-0.7[fluorescence artefact?],28.7,-2.2,0.3,20.9,0.9,-13.9,3.9,6.4
CCOc1ccc(C(=O)CSc2nnc(N)s2)cc1,-1.2[fluorescence artefact?],-11.2,3.7,-0.3,-15.8,0.5,-6.6,-21.6,11.4
Cc1oc(C(C)(C)C)cc1C(=O)Nc1ccc2c(c1)OCCO2,-4.6[fluorescence artefact?],-61.1,2.8,-2.2,10.4,-1.7,30.9,-2.1,.
Cc1ccc(CCCOC(=O)C[N+]2(C)CCCC2)cc1,24.2,24.0,4.5,0.8,27.1,0.6,23.3,-14.2,5.6
CSc1nc2sc3c(c2c(=O)n1C1CCCCC1)CCN(C)C3,0.8[fluorescence artefact?],34.5,-1.8,-0.1,10.7,1.1,16.6,13.9,11.1
Cc1ccc(S(=O)(=O)C2(C(=O)O)CCCC2)cc1C,-6.9[fluorescence artefact?],8.1,-2.2,1.2,4.9,-0.2,0.0,-6.3,13.0
Cc1sc2nc(CN3CCOCC3)nc(NS(=O)(=O)c3ccccc3)c2c1C,-5.0,-0.9,-1.0,-0.9,-1.9,0.9,17.7,5.2,21.4
COc1ccc(Cc2nnc(SCc3c(C)noc3C)n2C2CCCCC2)cc1OC,-9.9[fluorescence artefact?],-42.8,1.7,0.9,8.9,-0.1,-0.7,-3.6,32.0
COC(=O)N/N=C\c1ccc(-c2cc(Cl)c(Cl)cc2Cl)o1,2.2,-11.3,4.5,0.3,5.3,1.0,-7.5,-15.6,11.4
Cc1nn(C)cc1-c1n[nH]c(=S)n1-c1ccc(F)cc1,-10.7,11.4,-2.1,-0.1,12.0,0.6,12.3,16.6,3.1
CCOc1ccc(NC(=S)Nc2ccc(OC(F)(F)F)cc2)cc1,-0.2,-52.6,0.0,0.9,11.1,0.6,6.4,-27.0,-0.4
